# Screening data from PubChem BioAssay.
# RECQ1 inh: blocks DNA unwinding by human RECQ1 | P46063 | RECQ1 DNA unwinding, red fluorescence kinetic read | Potency, µM (highest dose often 57.3 µM), for inactives: top-dose activity, negative = inhibition, actives largely listed as inhibitors | 0.54% of 240,000 active;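 note: plate controls were vehicle for no effect and no enzyme for full effect; nearly all actives have a fitted effect of over 30% in size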
# Target sequence (P46063 whole entry, looked up): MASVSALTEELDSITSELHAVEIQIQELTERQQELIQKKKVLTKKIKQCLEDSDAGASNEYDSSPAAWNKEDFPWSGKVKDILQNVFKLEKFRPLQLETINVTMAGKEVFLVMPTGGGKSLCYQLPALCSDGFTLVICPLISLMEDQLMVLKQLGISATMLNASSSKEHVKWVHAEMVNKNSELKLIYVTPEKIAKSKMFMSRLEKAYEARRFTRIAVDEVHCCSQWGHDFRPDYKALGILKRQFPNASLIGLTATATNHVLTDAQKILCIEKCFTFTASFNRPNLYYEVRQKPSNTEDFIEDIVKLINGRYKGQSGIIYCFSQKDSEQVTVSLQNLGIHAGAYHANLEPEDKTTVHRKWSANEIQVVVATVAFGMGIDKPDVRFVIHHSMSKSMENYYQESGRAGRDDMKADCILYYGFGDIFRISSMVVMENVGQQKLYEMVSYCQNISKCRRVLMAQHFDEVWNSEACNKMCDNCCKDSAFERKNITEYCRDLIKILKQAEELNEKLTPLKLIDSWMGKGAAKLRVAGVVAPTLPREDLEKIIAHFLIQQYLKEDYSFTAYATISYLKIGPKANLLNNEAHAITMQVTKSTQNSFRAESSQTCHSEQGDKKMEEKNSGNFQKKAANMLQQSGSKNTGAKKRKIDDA
#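 RECQ1T1 50 nM; forked duplex (20 bp + 30-nt ss tails) 200 nM, ATP 2 mM final; pH 8.0, 2 mM MgCl2, 2.5 ug/ml poly(dI-dC); 15 min compound preincubation; discontinuous kinetic read over 2 h at RT.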
# JMJD2E inh: blocks human JMJD2E demethylase activity | Potency, µM (series often up to 57.1 µM), inactives show top-dose activity change, negative = inhibition, most hits filed as inhibitors | 1.6% of 230,000 active | B2RXH2 | JMJD2E catalytic domain, FDH-coupled NADH fluorescence (FDH is formaldehyde dehydrogenase); active = well fitted inhibition curve with a large enough effect, not every such curve was filed as active; inconclusive = small, poorly fitted or top-dose-only effect, or another doubt; inactive = no such curve, though single readings can be large or run the other way;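 note: 0% = wells with enzyme and -100% = buffer wells without enzyme; nearly all actives have a fitted effect of over 50% in size; many of its hits are not listed in these tables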
# Target sequence (B2RXH2 1-337 limits assumed): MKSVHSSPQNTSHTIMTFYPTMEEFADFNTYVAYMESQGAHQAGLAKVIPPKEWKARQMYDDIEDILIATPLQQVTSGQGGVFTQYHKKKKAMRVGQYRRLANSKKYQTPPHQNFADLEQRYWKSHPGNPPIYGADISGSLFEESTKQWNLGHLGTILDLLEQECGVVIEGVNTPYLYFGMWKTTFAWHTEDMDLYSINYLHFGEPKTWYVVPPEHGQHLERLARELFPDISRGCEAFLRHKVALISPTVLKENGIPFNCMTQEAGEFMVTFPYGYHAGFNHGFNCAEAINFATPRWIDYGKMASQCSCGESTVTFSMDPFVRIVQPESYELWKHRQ
# ALDH1A1 block: ALDH1A1 (human) enzyme inhibition | Potency, µM (top dose mostly 75.3 µM), inactives show at the highest dose activity, negative = inhibition, usual class: inhibitors | Purified ALDH1A1, NADH fluorescence, propionaldehyde substrate | 7.3% of 220,000 active | P00352; active = well fitted inhibition curve with a large enough effect, not every such curve was filed as active; inconclusive = small, poorly fitted or top-dose-only effect, or another doubt; inactive = no such curve, though single readings can be large or run the other way;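 note: plate controls were no enzyme wells and a reference inhibitor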
# SMN2 splice enh: SMN2 splice variant enhancement | 2.8% of 210,000 active | Potency, µM (top dose mostly 46.1 µM), for the others: at the highest dose activity change, positive = activation, hits mostly activators | HEK293 SMN2-luciferase splicing reporter, luminescence, 30-36 h | AID 1458; note: % of control where 0% means no effect; nearly all actives have a fitted effect of over 55% in size
#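 HEK293 cells carry an SMN2 minigene-luciferase reporter in which exon 7 inclusion puts luciferase in frame. Cells were seeded at 2000 cells/well, attached for 10-12 hours, then exposed to compounds for 30-36 hours at 37C before ONE-Glo luminescence.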
# LMNA splice mod: modulators of lamin A splicing; HeLa LMNA splicing GFP/RFP minigene ratio, 48 h; Potency, µM (doses to about 46.1 µM), without a hit: top-dose ratio change, negative = inhibition, usual class: inhibitors; 0.01% of 200,000 active; AID 1487; active = well fitted inhibition curve with a large enough effect in the signal ratio, with a control signal flat, not every such curve was filed as active; inconclusive = small, poorly fitted or top-dose-only effect, or effect the other way, or a change in a side signal; the % refers to the signal ratio; note: % is set by controls: 0 for no effect and ±100 for the full control effect
#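 S3 HeLa stable clones carrying a lamin A-EGFP splicing minigene plus DsRed2 were seeded at 600 cells/well in Opti-MEM with 2% FBS, pin-dosed and incubated 48 h at 37°C. Acumen cytometry (488 nm) gave the GFP/RFP total-intensity ratio.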
# L3MBTL1 block: L3MBTL1 (human) inhibition; Q9Y468; AlphaScreen L3MBTL1–H3K9me1 peptide binding; Potency, µM (doses to about 57.1 µM), for the others: at the highest dose activity, negative = inhibition, actives largely listed as inhibitors; 0.66% of 230,000 active; note: % is set by controls: 0 for no effect and ±100 for the full control effect; nearly all actives have a fitted effect of over 60% in size
#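 AlphaScreen proximity signal between nickel-chelate acceptor and streptavidin donor beads (final 10 ug/mL) reports binding of 50 nM L3MBTL1 to 75 nM biotin-H3 K9me1 peptide; complex incubated with compounds 30 min at room temperature; cefsulodin titration as control.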
# Luc counter: counter-screen: inhibitors of Kinase-Glo firefly luciferase | Q27757 | Kinase-Glo luciferase, ATP luminescence, 8 min | Potency, µM (doses to about 38.3 µM), for inactives: top-dose activity change, negative = inhibition, usual class: inhibitors | 0.28% of 200,000 active; note: % is set by controls: 0 for no effect and ±100 for the full control effect; nearly all actives have a fitted effect of over 60% in size
#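 Light output from Kinase-Glo luciferase with luciferin and 10 uM ATP in 50 mM imidazole pH 7.2, KCl, MgCl2, Tween 20, BSA; compound pin-delivered, 8-min ambient incubation, then luminescence read.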
# Tau ThT inhib: blocks human tau fibril formation measured by thioflavin T; recombinant tau K18 P301L (four-repeat tau fragment), heparin-induced fibrillization, ThT fluorescence; Potency, µM (series often up to 57.4 µM), for inactives: at the top dose activity, negative = inhibition, most hits filed as inhibitors; 2.1% of 270,000 active; note: % is set by controls: 0 for no effect and ±100 for the full control effect; nearly all actives have a fitted effect of over 55% in size
#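 Recombinant human tau K18 fragment […] carrying P301L, 15 uM unlabeled plus 0.24 uM Alexa 594-labeled, was fibrillized with 20 uM heparin in 100 mM sodium acetate pH 7 for 6 hr at 37 C; 30 uM ThT fluorescence read after 1 hr.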
# * hit, by the source's call; i = inactive; ? = inconclusive; . = no result given; & = joins results of further samples; [ ] = another dose, or the depositor's remark. Unless noted, calls come from the whole dose curve; as a rule, active = well fitted curve in the direction sought with a large enough effect; inconclusive = small, poorly fitted or top-dose-only effect, or another doubt; inactive = no such curve, though single readings can be large; an effect the other way counts as inactive or inconclusive. Potency is the fitted concentration of half-maximal effect.
SMILES,RECQ1 inh,JMJD2E inh,ALDH1A1 block,SMN2 splice enh,LMNA splice mod,L3MBTL1 block,Luc counter,Tau ThT inhib
CCCCn1nnc(NC(=O)c2ccco2)n1,i,5.5%,-0.7%,28.2%,-5.7%,5.4%,-1.5%,1.0%
COc1ccc(OC)c(NC(=O)CSC2=C(C#N)C(c3ccco3)C3=C(CCCC3=O)N2)c1 (configuration not stated),3.5%,-4.8%,?,-23.6%,?,-14.8%,-4.7%,?
CC(C)CCN(CCC(C)C)C(=O)Cc1c(O)c2ccccc2[nH]c1=O,-6.4%,?,.,.,.,2.2%,.,-7.9%
COc1cc(C(=O)Nc2cccc(C)c2C)c(Br)c(OC)c1OC,i,3.8%,-4.5%,0.2%,-11.9%[46 µM],-4.2%,1.6%,-8.9%
C=CCN=C1SC(CC)C(=O)N1S(=O)(=O)c1ccc(C)cc1 (configuration not stated),-7.5%,-2.7%,6.31µM*,6.7%,-6.7%,.,-3.7%,-12.8%
COCCCNc1nc2ccccc2nc1NS(=O)(=O)c1ccc(C)cc1C,-3.9%,?,.,.,.,11.2%,.,?
CCN1CCN(C(c2cccs2)C(C)NC(=O)NC2CCCCC2)CC1 (configuration not stated),i,-3.0%,10.4%,9.7%,-5.4%,2.9%,0.7%,-3.1%
CCOc1ccc(-c2nc(-c3ccc(OC)c(OC)c3)no2)cc1OCC,2.1%,4.0%,9.6%,?,13.6%,-14.6%,2.1%,-9.0%
Cc1ccc(NC2=C(Cl)C(=O)N(C3CCCCC3)C2=O)cc1,-1.8%,-0.8%,-8.8%,-1.3%,-3.6%,-4.9%,3.6%,7.8%
S=C(Nc1cccnc1)Nc1cccc2cnccc12,4.2%,14.1µM*,12.6µM*,-27.0%,-2.6%[46 µM],-7.9%,0.7%,12.6µM*
O=C(CN(C(=O)Cn1nnc(-c2cccs2)n1)c1ccc2c(c1)OCCO2)NC1CCCCC1,-6.2%,6.1%,5.1%,0.4%,-3.9%,-1.5%,-3.7%,-8.2%
Cc1ccccc1NC(=O)C1C2/C=C\CCCCC21 (configuration not stated),3.6%,9.0%,-5.5%,10.5%,-17.4%,1.5%,1.5%,1.5%
Cc1csc(SCC(=O)c2cc(C)n(Cc3cccs3)c2C)n1,-16.1%,2.3%,-1.2%,-61.9%[inhibitor],?,-4.4%,-1.9%,-14.4%
Nc1cc(N)nc(SCC(=O)c2ccccc2)n1,-14.1%,2.0%,?,1.0%,2.3%,-10.2%,-6.2%,-11.8%
O=C(N/N=C/c1ccc(Br)s1)Nc1ccccc1,-2.0%,-18.4%,6.0%,27.5%,-17.2%[46 µM],-2.4%,0.1%,-14.9%
Cc1ccc(S(=O)(=O)N2CCC(=O)N(CCOCc3ccc(Cl)cc3)CC2)cc1,-0.4%,-2.5%,?,-88.7%[inhibitor],?,2.1%,-2.4%,-12.4%
O=C(N/N=C/c1cccc([N+](=O)[O-])c1O)c1cccs1,-3.7%,3.98µM*,-8.7%,-63.4%[inhibitor],?,?,-6.6%,5.01µM*
Cn1c(C(=O)NC2CCCCC2)cc2sccc21,-0.5%,6.3%,0.1%,.,-1.2%,-4.3%,.,-6.5%
CCOc1ccc(NS(=O)(=O)c2cnc(Cl)c(Cl)c2)cc1,-1.8%,-10.8%,?,8.6%,?,1.5%,2.0%,-13.6%
COc1ccc(Nc2nc(NCc3ccco3)nc(N/N=C/c3ccccc3Cl)n2)cc1,-10.8%,-11.4%,-6.6%,-7.8%,-5.1%,-2.1%,1.7%,?
CN(C)S(=O)(=O)Oc1ccc(Cl)cc1C(=O)Nc1cccc(C(F)(F)F)c1,-10.8%,14.2%,-2.3%,-21.0%,-1.8%,7.6%,3.0%,3.0%
Cc1cccc(NC(=O)c2ccc3ccccc3n2)n1,-0.3%,1.2%,-12.2%,12.6µM*,-10.6%,14.3%,-8.8%,-17.3%
COc1ccc(OC)c([C@H](O)CNC(=O)CN)c1,-5.0%[25.9 µM],-1.5%[25.5 µM],-5.2%[20.9 µM],-9.6%[20.6 µM],?,.,-5.9%[17.1 µM],.
Cc1ccc(-n2c(=O)c3sccc3n(Cc3cc(=O)n4ccccc4n3)c2=O)cc1F,-2.6%,-3.0%,?,4.7%,-8.7%,5.4%,-3.5%,-2.9%
CCCn1c(SCC(=O)c2ccc3c(c2)OCCO3)n[nH]c1=O,-1.4%,-2.8%,?,2.7%,0.5%[46 µM],-11.3%,-0.6%,-7.8%
# (next part)
SMILES,RECQ1 inh,JMJD2E inh,ALDH1A1 block,SMN2 splice enh,LMNA splice mod,L3MBTL1 block,Luc counter,Tau ThT inhib
CC(NC(=S)Nc1ccc(OC(F)F)c(Cl)c1)C(C)(C)C (configuration not stated),i,-2.8%,4.4%,9.5%,?,8.5%,-1.8%,0.1%
Cc1ccc2nc(SCc3nnc(-c4ccccc4[N+](=O)[O-])o3)c(C#N)cc2c1,-2.3%,5.3%,?,-7.3%,4.5%,-12.8%,-1.4%,-1.1%
Cc1ccccc1C(=O)Nc1ccc(Br)cn1,i,-0.4%,-8.1%,.,-11.5%,2.1%,.,2.6%
COc1ccc(CN(C)C(=O)c2cnc(OC)cc2C(F)(F)F)c(OC)c1,i,9.9%,5.4%,.,.,0.5%,.,7.0%
Cc1ccc2c(c1)cc(CN(CCc1ccccc1)C(=O)N1CCOCC1)c1nnnn12,-6.8%,8.3%,?,-0.6%,-5.4%,-4.0%,1.7%,-1.2%
CNC(=O)C(=O)NCCCN1CCOCC1,-5.0%,3.7%,14.4%,-1.5%,18.9%[46 µM],-6.5%,-0.9%,-5.9%
Cn1c(CNC(=O)OC(C)(C)C)nnc1SCc1c(Cl)cccc1Cl,-2.5%,2.4%,.,.,.,1.1%,.,-1.9%
Cc1ccc(C)c(N2CCN(C(=O)c3ccc(CS(=O)(=O)c4ccccc4C)o3)CC2)c1,-7.1%,2.5%,?,-47.8%[inhibitor],?,-12.7%,3.9%,?
Cc1nn(CC(=O)N/N=C/c2ccc(F)cc2)c(C)c1[N+](=O)[O-],-6.7%,6.5%,8.0%,.,.,11.7%,.,-6.1%
Cc1ccc(CNC(=O)C2CCN(S(=O)(=O)N3CCCCC3)CC2)cc1,-5.8%,4.5%,?,12.4%,-0.8%[46 µM],.,0.7%,-3.3%&0.5%
Cc1c(NS(=O)(=O)c2cccc(C(=O)OCC(=O)N(C)C3CCCCC3)c2)c(=O)n(-c2ccccc2)n1C,-1.3%,-18.1%,12.2%,-2.3%,.,0.2%,1.6%,5.3%
O=C(NCC(=O)N(CCN1CCOCC1)C(C(=O)NC1CCCC1)c1cccs1)c1ccco1 (configuration not stated),i,-3.3%,?,12.5%,0.7%,-7.1%,-6.2%,-4.4%
Cc1ccc(C(=O)N/C(=C\c2cn(C)c3ccccc23)C(=O)OCCN(C)C)cc1,14.8%,-0.1%,8.4%,.,.,-13.4%,.,?
CCOc1ccc(C(=O)Nc2cccc(SC)c2)cc1,-2.3%,3.4%,2.5%,?,?,10.4%,-10.7%,-15.4%
N#Cc1ccc(CN2CCCC3(CCN(C(=O)c4csnn4)CC3)C2)cc1,-5.2%,.,-1.4%,-12.4%,.,.,-2.3%,.
CCCCOC(=O)CCc1c(C)[nH]c(=S)[nH]c1=O,0.1%,10.6%,?,-5.7%,2.8%[0.0737 µM],3.2%,-0.7%,-1.2%
COCCNc1nc2nonc2nc1N1CCC(N(C)C)C1 (configuration not stated),i,-10.4%,7.7%,.,4.0%[46 µM],8.5%,-0.6%,-9.3%
COc1ccc(-n2nc([N+](=O)[O-])c(=NCCCN3CCCC3=O)n2O)cc1,-2.2%,7.1%,10.3%,30.9%,.,.,-3.3%,?
Cc1ccnc(N2CCC(C(=O)NNC(=O)c3ccccc3C)CC2)n1,i,?,-18.9%,-11.2%,10.2%[0.0737 µM],-1.2%,-1.4%,-7.9%
O=C(NC1CCCC1)c1cnc2n(c1=O)CCS2,i,-5.4%,?,-22.8%,6.9%,26.8%,-2.1%,2.7%
COc1cccc(CSc2nc3ccccc3[nH]2)c1,-1.1%,5.5%,-1.6%,15.8µM*,?,5.5%,-8.2%,-4.5%
COc1ccc(CNC(=O)c2ccc[nH]2)cc1,5.2%,1.3%,-11.0%,1.3%,.,4.2%,4.2%,3.6%
O=C(NCc1cccs1)c1ccc(N2CCCCC2)nc1,i,9.8%,12.6µM*,?,3.7%,.,-8.7%,3.2%
Cc1ccc2nc(SCc3ccc([N+](=O)[O-])cc3)[nH]c2c1,-2.3%,-1.2%,?,-31.1%[inhibitor],-17.3%[0.0737 µM],-20.1%,0.7%,?
O=C(CSc1ccc(Cl)cc1)Nn1cnnc1,i,-1.9%,7.0%,-4.2%,-8.6%,3.4%,2.4%,-0.1%
# More entries
SMILES,RECQ1 inh,JMJD2E inh,ALDH1A1 block,SMN2 splice enh,LMNA splice mod,L3MBTL1 block,Luc counter,Tau ThT inhib
C=CCN(C(C)=O)C1CC(=O)N(c2ccc(OCCC)cc2)C1=O (configuration not stated),-2.2%,3.8%,?,5.7%,-3.9%,.,-0.7%,-12.3%
COc1cc(C(=O)n2nc(C)cc2C)cc(OC)c1OC,-2.7%,5.9%,10.1%,3.7%,1.7%,3.0%,-1.1%,-0.5%
Cc1cc(C(F)F)n2ncc(C(=O)NCc3ccccc3)c2n1,-3.7%,-19.1%,?,7.0%,13.0%,4.7%,4.6%,-1.1%
Cn1c(SCC(=O)NC2CC2)nnc1-c1ccco1,-6.9%,11.1%,5.2%,-11.9%,1.2%,3.7%,-2.1%,3.7%
O=C(Nc1ccc(C(=O)NC2CCCCC2)cc1)c1cccnc1,-0.3%,-7.0%,-14.2%,-38.2%[inhibitor],.,13.5%,-0.3%,7.1%
Cc1ccc(N2N=C(c3ccc(F)cc3)CC2c2ccco2)cc1 (configuration not stated),-8.6%,?,?,.,.,32.8%[activator],-1.4%,?

# Not all compounds are listed. The share of hits here may be higher or lower than overall.
